High-throughput results (PubChem)
VHR inh color = inhibitors of human VHR1 phosphatase (DUSP3) | recombinant VHR phosphatase, colorimetric substrate read-out | inhibition, % at 20 µM | hit rate 0.7% among 50,000; in the data active = inhibition above about 60%; note: some results filed as inactive read as strong as hits
Target sequence (P51452 whole entry, looked up): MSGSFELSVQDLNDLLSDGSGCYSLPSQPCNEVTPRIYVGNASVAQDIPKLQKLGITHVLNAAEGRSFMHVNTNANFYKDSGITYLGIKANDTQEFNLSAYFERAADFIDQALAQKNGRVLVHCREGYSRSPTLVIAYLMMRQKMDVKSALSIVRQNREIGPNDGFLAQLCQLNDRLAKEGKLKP
* hit, by the source's call. A portion of the library; count on the stated rates, not on these rows.

Molecule | VHR inh color
O=[N+]([O-])c1ccc(NCC(O)c2ccccc2)c2ncccc12 (stereo unspecified) | -19.4
Cc1ccc(N(CC(=O)Nc2ccccc2Cl)S(C)(=O)=O)cc1Cl | -4.8
CCOc1ccccc1C=NN1CCN(Cc2ccccc2)CC1 | 3.6
O=C(Nc1nc2ccc([N+](=O)[O-])cc2s1)c1cccc(Oc2ccccc2)c1 | -24.4
COc1ccc(OCCNC(=O)c2ccc(C)cc2)cc1 | -13.4
C=CCc1ccc(OC(=O)NC2CCCCC2)c(OC)c1 | 7.2
Cc1ccc(C2CC(C(F)(F)F)n3ncc(C(=O)Nc4ccc(OC(F)(F)F)cc4)c3N2)cc1 (stereo unspecified) | 0.4
Cc1sc(/C=C(/C#N)C(N)=S)cc1Br | -21.1
O=C(c1sc2ccccc2c1Cl)N1CCN(c2cccc(C(F)(F)F)c2)CC1 | -45.9
COCCCNC(=O)CN(c1ccc(OC)c(Cl)c1)S(C)(=O)=O | -12.4
CC1CCC2(CC1)C(C#N)=C1SCCCN1C(=O)C2C#N (stereo unspecified) | -10.1
CCOC(=O)c1ccccc1N(C(=O)C(F)(F)F)C1C=CS(=O)(=O)C1 (stereo unspecified) | -23.8
CC(=O)c1ccc(NC(=O)c2ccc(-c3ccc(Br)cc3)o2)cc1 | 2.1
C(=N\Nc1nnnn1-c1ccccc1)/c1ccc2c(c1)OCO2 | 4.5
COc1ccccc1N1C(=O)c2ccc(C(=O)Nc3ccc(O)cc3C)cc2C1=O | 4.9
COC(=O)c1c(C)oc2ccc(OC(=O)c3ccco3)cc12 | 3.9
COc1cc(/C=C/C(=O)c2c(C)cc(C)[nH]c2=O)cc(OC)c1OC | -11.1
Cc1cccc(C(=O)Nc2cc(C(F)(F)F)cc(C(F)(F)F)c2)c1 | 2.1
COc1cc(NC(=O)c2nn3c(c2Br)NC(c2cccs2)CC3C(F)(F)F)cc([N+](=O)[O-])c1 (stereo unspecified) | 11.5
CCn1c2c(c3cc(Cl)ccc31)CCC/C2=N\O | -14.6

Random excerpt: 2 compounds from above.
Molecule | VHR inh color
O=[N+]([O-])c1ccc(NCC(O)c2ccccc2)c2ncccc12 (stereo unspecified) | -19.4
Cc1cccc(C(=O)Nc2cc(C(F)(F)F)cc(C(F)(F)F)c2)c1 | 2.1

Remaining list, next part.
Molecule | VHR inh color
O=C(N/N=C/c1ccncc1)c1cc(-c2ccccc2)n[nH]1 | 21.3
COCCOC(=O)c1ccc(NC(=O)c2cc3ccccc3oc2=O)cc1 | -8.3
CCOc1ccc(C(=O)Nc2cccc(-c3nc4cc(C)ccc4o3)c2C)cc1 | -1.0
NC(=S)NC12CC3CC(CC(C3)C1)C2 | -19.2
O=C(N/N=C\C=C\c1ccc2c(c1)OCO2)c1ccc(F)cc1 | -10.1
Cc1nc(NC(=O)c2ccccc2)sc1-c1csc(Nc2cccc(C(=O)O)c2)n1 | -8.5
COc1ccccc1CC(=O)N1CCN(c2ccc(F)cc2)CC1 | -108.9
Cc1ccc(C)c(OCCCCN2CCCCC2)c1C | 2.2
O=C(O)CN1C(=O)/C(=C/c2c(Cl)cccc2Cl)SC1=S | -19.9
C=CCn1c(=S)[nH]c2sc3c(c2c1=O)CCC(C(C)(C)C)C3 (stereo unspecified) | -20.1
Cc1c(Cl)cccc1NC(=O)C1CC(=O)N(c2ccccc2)C1 (stereo unspecified) | 0.0
CCOC(=O)c1ccc(NC(=O)CC2SC(=O)NC2=O)cc1 (stereo unspecified) | -17.6
O=C1c2ccccc2C(=O)N1CCCCN(C(=O)c1ccccc1)c1ccc(F)cc1F | -7.2
CCOc1ccc(C(=O)Nc2ccc(OC(F)(F)F)cc2)cc1Br | 0.6
CCc1cc2c(=O)c(-c3nc4ccccc4s3)coc2c(CN2CCOCC2)c1O | -19.2
COc1ccc(/C=C/C(=O)Nc2ccc(C)c(C)c2)cc1 | -6.3
COc1cc(-c2noc(-c3ccc(Br)cc3)n2)cc(OC)c1OC | -16.2
COc1ccc(Cl)cc1NS(=O)(=O)c1c(C)cc(C)cc1C | -14.3
CC(C)N1CCC(=NNC(=O)C(O)c2ccccc2)CC1 (stereo unspecified) | -30.6
CCCC(=O)c1ccc(N2CCN(C(=O)OCC)CC2)c(F)c1 | 0.8

Brought forward from above: 2 entries, followed by the next part.
Molecule | VHR inh color
CC(C)N1CCC(=NNC(=O)C(O)c2ccccc2)CC1 (stereo unspecified) | -30.6
CCCC(=O)c1ccc(N2CCN(C(=O)OCC)CC2)c(F)c1 | 0.8
COC(=O)C1=C(C)N=c2s/c(=C/c3cccnc3)c(=O)n2C1c1ccc(C(C)C)cc1 (stereo unspecified) | 5.2
O=C(NCc1cccnc1)C1c2ccccc2Oc2ccccc21 | -2.3
Brc1ccc(C(Cc2ccccc2)Nc2ccccn2)cc1 (stereo unspecified) | -19.9
CC(=O)O/N=C(N)/C(=N/OC(C)=O)c1nc2ccccc2[nH]1 | -3.3
Cc1cc(Cl)ccc1NC(=O)c1ccc(Cl)cc1 | -12.5
CC(Cc1ccccc1)NC(=O)CCC(=O)NC(C)Cc1ccccc1 (stereo unspecified) | -11.2
CN(C)c1ccc(NC(=O)Nc2ccc(Cl)c(Cl)c2)cc1 | -10.1
COC(=O)C1=C(C)NC(=O)CC1c1ccc(OC)cc1 (stereo unspecified) | -41.1
N/C(=N\OC(=O)C(c1ccccc1)c1ccccc1)c1ccccc1 | -1.9
O=C(Nc1cccc2ccccc12)c1ccc(-c2ccccc2)cc1 | -1.1
CC1=C(C(=O)OC2CCCC2C)C(c2ccccc2)NC(=O)N1 (stereo unspecified) | -3.1
Cc1cc(Cl)ccc1OCC(O)CN1CCN(CCO)CC1 (stereo unspecified) | 4.1
Cc1cccc(C)c1NC(=O)c1cc2c(C)nn(-c3ccccc3)c2s1 | 18.5
C=CCN1C(=O)/C(=C\c2cn(CCOc3cccc(OC)c3)c3ccccc23)SC1=S | 1.8
CC(Sc1ccc(Cl)cc1)C(=O)Nc1cccc2ccccc12 (stereo unspecified) | -19.9
Cc1cc(C)cc(CC2CC(=O)N(c3ccc(C)cc3Br)C2=O)c1 (stereo unspecified) | -1.7
COc1ccc(/C=C2/SC(=O)N(CNc3ccc(Br)cc3C)C2=O)cc1 | 19.1
COc1ccc(C(=O)NC(N2CCOCC2)C(Cl)(Cl)Cl)cc1OC (stereo unspecified) | -2.4
N#Cc1ccccc1Sc1ccccc1C(=O)N1CCOCC1 | -4.9
CC1(C)C(=O)N(Cc2ccccc2)c2ccccc2N1C(=O)c1ccc([N+](=O)[O-])cc1 | 12.0

Part of the list above, as labelled records.
CC(Sc1ccc(Cl)cc1)C(=O)Nc1cccc2ccccc12 (stereo unspecified)
  VHR inh color: -19.9

Cc1cc(C)cc(CC2CC(=O)N(c3ccc(C)cc3Br)C2=O)c1 (stereo unspecified)
  VHR inh color: -1.7

COc1ccc(/C=C2/SC(=O)N(CNc3ccc(Br)cc3C)C2=O)cc1
  VHR inh color: 19.1

COc1ccc(C(=O)NC(N2CCOCC2)C(Cl)(Cl)Cl)cc1OC (stereo unspecified)
  VHR inh color: -2.4

(cont.)
Molecule | VHR inh color
Cc1csc(-c2coc3cc(O)cc(C)c3c2=O)n1 | -40.0
CN(C)c1cccc(NC(=O)c2cc3ccccc3o2)c1 | -8.0
CCOc1cc(OCC)cc(C(=O)Nc2ccc(Cl)cc2Cl)c1 | 0.0
CCCS(=O)(=O)c1c(S(=O)(=O)CCC)c2ccc(C(C)=O)cn2c1C(=O)OC | -9.1
O=C(CSc1nnc(-c2ccccc2)c(-c2ccccc2)n1)Nc1ccc(Cl)cc1 | -14.0
COc1ccc(CN2CCN(CC3CC4C=CC3C4)CC2)cc1Br (stereo unspecified) | -13.6
Cc1cc([N+](=O)[O-])ccc1NC(=S)NC(=O)c1ccco1 | -5.3
CC(C)=CCC/C(C)=C/C1OCCCO1 | -5.4
CCOC(=O)c1c(NC(=O)c2c(-c3c(Cl)cccc3Cl)noc2C)sc2c1CCCC2 | -8.5
COc1ccc(C2CC(=O)C3=C(C2)Nc2ccccc2NC3c2ccc(F)c(F)c2)cc1OC (stereo unspecified) | 6.2
C=CCc1c(C)nc2cc(-c3cccc(F)c3)[nH]n2c1=O | -14.2
CC1CCC(N2CCN(C(=O)c3ccc(F)cc3)CC2)CC1 (stereo unspecified) | -16.1
COC(=O)CN(Cc1ccccc1)S(=O)(=O)c1ccc(OC)c(OC)c1 | -55.8
Cc1ccc(CC2C(=O)N(c3ccc(Cl)c(Cl)c3)C(=O)C2C)cc1 (stereo unspecified) | -1.6
COc1cccc(/C=N/N=C(\N)c2nonc2N)c1O | -29.4
CC(C)(C)c1ccc(Cn2c(-c3nonc3N)nc3ccccc32)cc1 | 60.3*
O=[N+]([O-])c1ccc(Cl)c(S(=O)(=O)Nc2ccccn2)c1 | -8.3
CC1=NN(c2ccc(Oc3ccccc3)c(S(=O)(=O)O)c2)C(=O)C1 | 4.1
COc1cccc(/C=N/NC(=O)C(=O)Nc2cccc(OC)c2)c1 | -13.1
N/C(=N\OC(=O)Cc1ccc(Cl)cc1)c1cccc([N+](=O)[O-])c1 | 18.3

Further results.
SMILES	VHR inh color
Cc1cc(C)c(C(=O)/C(=C/c2cccs2)c2ccccc2)c(=O)[nH]1	-15.5
O=C(O)C1C2CCC(O2)C1C(=O)Nc1ccc2c(c1)OCCO2 (stereo unspecified)	-4.5
Clc1ccccc1CNCCc1c[nH]c2ccccc12	9.5
Cc1ccc2[nH]c(C)c(CC(=O)N/N=C/c3ccco3)c2c1	3.8
C=CCNC(=O)/C(=C/c1ccc(C(C)C)cc1)NC(=O)c1ccccc1	-13.7
COc1ccc(/C=N/n2cnnc2)cc1Br	4.7
O=C1NCCN/C1=C\C(=O)c1cccc(Br)c1	3.4
COC(=O)c1ccc(OC)cc1OCCN1CCOCC1	-24.0
O=C(O/C(=C/c1nccn1Cc1ccccc1Cl)c1ccc(F)cc1)c1ccc(F)cc1	110.5*
CCc1ccc(S(=O)(=O)NNc2ccccc2)cc1	53.8
CC(C)CC(=O)Nc1ccc(F)c([N+](=O)[O-])c1	-6.2
COc1ccc(NC(=O)O/N=C\c2ccc(F)cc2)cc1	0.1

Next section; it opens with the four that closed the last part.
SMILES	VHR inh color
O=C(O/C(=C/c1nccn1Cc1ccccc1Cl)c1ccc(F)cc1)c1ccc(F)cc1	110.5*
CCc1ccc(S(=O)(=O)NNc2ccccc2)cc1	53.8
CC(C)CC(=O)Nc1ccc(F)c([N+](=O)[O-])c1	-6.2
COc1ccc(NC(=O)O/N=C\c2ccc(F)cc2)cc1	0.1
CCOc1ccc(NC(=O)c2ccc(Cl)c(Cl)c2)cc1	-6.1
COC(=O)CSC1=C(C#N)C(c2ccc(Cl)cc2)C2=C(CC(C)(C)CC2=O)N1 (stereo unspecified)	0.2
CC(C1CC1)N(Cc1ccccc1)C(=O)Nc1cccc([N+](=O)[O-])c1 (stereo unspecified)	-30.1
C#CCOc1ccc(Br)c(/C=N/NS(=O)(=O)c2ccc(C)cc2)c1	2.9
O=C(Nc1cccc(Cl)c1)Nc1nnc(-c2ccncc2)s1	-3.9
Cc1ccc(C)n1/N=C1\NC(=O)CS1	69.3
Cc1ccc(-c2nc3ccccc3s2)cc1NC(=S)NC(=O)c1ccco1	-5.7
CCOC(=O)COc1ccc(Br)cc1/C=C1/C(=O)NN(c2cccc(Cl)c2)C1=O	5.5
COc1ccc(N2C(=O)C3C(C2=O)C2(C)C(=O)C3(C)C(c3ccccc3)=C2c2ccccc2)cc1 (stereo unspecified)	6.5
COC(=O)c1cc(N=NC2=C(O)CC(C)(C)CC2=O)cc(C(=O)OC)c1	5.7
COc1ccc(OC)c(N/C=C(/C#N)c2nc(-c3cc4c(ccc5ccccc54)oc3=O)cs2)c1	-14.2
CCCCCC/C(=N\NC(=O)c1ccncc1)c1ccccc1	-6.6
N/C(Cc1ccc([N+](=O)[O-])cc1)=N\OC(=O)C(c1ccccc1)c1ccccc1	17.4
Cc1cccc(/C=N/N2CCN(Cc3ccc(Cl)cc3)CC2)c1	-15.3
CC(NC(=O)c1cc2n(n1)C(C(F)(F)F)CC(c1ccc(Br)cc1)N2)c1ccccc1 (stereo unspecified)	-13.2
COC(=O)c1c(NC(=O)c2cncc(Br)c2)sc2c1CCC2	-12.3
COc1ccc(-c2nnc(N)s2)cc1OC	-28.1
O=C1/C(=C\c2cccc(C(F)(F)F)c2)SC(=S)N1Cc1ccccc1	-11.1
CN1CC(CO)O/C1=C(C#N)\C=C1\Nc2ccccc2C1=O (stereo unspecified)	-5.5
Cc1onc(-c2ccccc2)c1C(=O)NCCC(c1ccccc1)c1ccccc1	-45.7
COc1ccc(CCNC(=O)C(=O)Nc2ccc(OC)cc2)cc1	4.5
COc1ccc(-c2nnc(Nc3ccc(C)cc3)c3ccccc23)cc1	-17.2
NC(=O)c1cc(S(=O)(=O)N2CCOCC2)ccc1Cl	0.3
COc1ccc2c(c1OC)C(=O)N(c1ccccc1C)C2=O	-9.5
O=C(Cc1ccccc1)Nc1ccc(Cl)cc1C(=O)O	-15.6
COc1cc(NC(=O)c2cccc3c(Br)cccc23)ccc1NC(=O)c1ccco1	0.7
Cc1cc(C)nc(SCC(=O)Oc2ccc3c(C)cc(=O)oc3c2)n1	8.0
CCOC(=O)c1c(NC(=O)c2cc(Cl)ccc2[N+](=O)[O-])sc(C(=O)N(CC)CC)c1C	-28.4
O=C(Nc1ccc(I)cc1Cl)c1ccc(OCc2ccccc2)cc1	0.2
CCOC(=O)c1c(NC(=O)COc2ccccc2)sc2c1CCN(C(=O)OCC)C2	-17.6
O=C1/C(=C/C=C/c2ccccc2)SC(=S)N1CCS(=O)(=O)O	85.1*
O=C1c2ccccc2C(=O)c2c1cccc2S(=O)(=O)NNc1ccccc1	6.4
Cc1ccsc1-c1ncnn1-c1ccc(Cl)cc1	-16.8
Cc1ccc(S(=O)(=O)NCCSc2ccccn2)cc1[N+](=O)[O-]	7.3
COc1ccc(OCC(=O)N/N=C\c2cc(O)c(O)c(Br)c2)c(Br)c1	1.7
CCOC(=O)c1c(C)oc2ccc(OC(=O)c3cc4ccccc4o3)cc12	1.6
COc1ccc(-c2cc(C(=O)Nc3ncccc3Cl)c3ccccc3n2)cc1OC	0.8
